APP 5'UTR act = APP 5'UTR luciferase reporter activation; 190,000 tested, 1% active; AID 1276; SH-SY5Y APP 5'UTR luciferase reporter, luminescence; zero percent = DMSO vehicle wells; activation, % at 2 µM;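 active = activation above a set limit, based on mean plus 3 SD of controls, cut at about 140% in these data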; note: values of inactives mirror those of a sister screen read the other way
APP 5UTR inh = APP translation inhibition. SH-SY5Y APP 5'UTR-luciferase reporter, luminescence. inhibition, % at 2 µM. 190,000 tested, 0.82% active. AID 1285;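 active = inhibition above a set limit, derived from the sample mean plus 3 SD, cut at about 45% in these data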; note: values of inactives mirror those of a sister screen read the other way
STAT3 act = increases IL-6 driven STAT3 reporter signal | AID 871 | activation (% of control), % at 5.6 µM | U3A cells, IL-6 STAT3-luciferase reporter, luminescence; 100% = signal with IL-6 EC80 alone | 190,000 tested, 0.91% active;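 active = activation above the screen-wide mean of compound activation plus 3 SD, cut at about 130% in these data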;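 note: 0% = background luminescence of wells with medium and substrate only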
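Test system: Human STAT1-deficient U3A cells with stable STAT3-luciferase reporter | Also added: Interleukin-6, 33 ng/mL | Timing: Compound pre-incubation 1 h before IL-6, then 6 h stimulation at 37 °C | Technique: Luciferase reporter luminescence | Read-out: Percent of IL-6-only median luminescence | Benchmarks: IL-6-only wells as 100% reference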
ROMK mod = modulators of human ROMK potassium channel. P48048. Tet-inducible ROMK, thallium flux fluorescence; actives lie on both sides. B-score at 10 µM. 130,000 tested, 2% active. AID 1918;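 active = signal ratio slope over the read window, or its plate-corrected B-score, at least 3 SD from the plate mean, either direction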;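 note: B-score of the F/F0 ratio slope over 7 to 12 s after thallium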
Target sequence (P48048 whole entry, looked up): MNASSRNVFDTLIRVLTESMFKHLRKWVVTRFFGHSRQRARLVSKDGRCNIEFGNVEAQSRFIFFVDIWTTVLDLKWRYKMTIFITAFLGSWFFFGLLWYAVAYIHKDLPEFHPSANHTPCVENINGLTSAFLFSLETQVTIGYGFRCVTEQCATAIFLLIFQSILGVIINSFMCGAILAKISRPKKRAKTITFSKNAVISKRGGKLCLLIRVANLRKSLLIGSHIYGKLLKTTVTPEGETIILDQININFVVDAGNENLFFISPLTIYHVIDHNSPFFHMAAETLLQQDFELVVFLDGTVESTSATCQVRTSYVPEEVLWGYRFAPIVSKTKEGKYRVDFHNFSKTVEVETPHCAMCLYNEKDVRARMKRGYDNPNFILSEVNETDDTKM
FLuc act counter = firefly luciferase counter-screen for stimulation assays; P08659; ATPlite luciferase biochemical, luminescence, 10 min; 0 = ATP-free wells, 1 = DMSO control; activation factor at 10 µM; 200,000 tested, under 10 active; AID 1027;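 active = luciferase activation factor, scaled between plate controls, of at least 2 with compound at 10 µM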
Target sequence (P08659 whole entry, looked up): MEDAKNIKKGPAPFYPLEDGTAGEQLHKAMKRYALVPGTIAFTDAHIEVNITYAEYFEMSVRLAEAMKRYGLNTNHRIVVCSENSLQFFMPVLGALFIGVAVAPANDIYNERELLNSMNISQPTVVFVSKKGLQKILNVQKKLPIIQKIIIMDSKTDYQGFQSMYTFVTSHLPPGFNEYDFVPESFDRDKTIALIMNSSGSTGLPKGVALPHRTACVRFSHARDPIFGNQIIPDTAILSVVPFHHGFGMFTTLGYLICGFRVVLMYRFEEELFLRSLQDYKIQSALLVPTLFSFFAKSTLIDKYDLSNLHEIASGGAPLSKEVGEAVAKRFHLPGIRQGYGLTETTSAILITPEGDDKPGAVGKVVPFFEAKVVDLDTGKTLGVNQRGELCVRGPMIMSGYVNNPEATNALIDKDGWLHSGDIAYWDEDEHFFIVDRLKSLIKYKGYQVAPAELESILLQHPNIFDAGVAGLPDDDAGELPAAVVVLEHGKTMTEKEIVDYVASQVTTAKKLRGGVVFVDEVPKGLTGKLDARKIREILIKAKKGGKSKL
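System: luciferase plus luciferin reagent, cell-free; medium: PBS as buffer for the ATP substrate; dosing: test compounds dosed from 2 mM stocks in 100% DMSO; timing: 10 min post-reagent at room temperature; measured by: luminescence measurement of luciferase light output; evaluation: luciferase activation, seen as luminescence increase over controls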
STAT1 activator = STAT1 signaling activation; AID 932; 200,000 tested, 2.6% active; activation (% of control), % at 5.5 µM; NIH 3T3 STAT1-luciferase reporter, IFN-gamma, luminescence; 100% = IFN-gamma alone, no compound;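 active = activation above the screen-wide mean activation plus 3 SD, cut at about 130% in these data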;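 note: raw ratio to IFN-gamma control signal so 100% means no change and 0% no light; values of inactives mirror those of a sister screen read the other way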
FLuc inhib CS = inhibits firefly luciferase, flagging false hits in luciferase inhibition screens; inhibition, % at 10 µM; AID 1006; ATPLite firefly luciferase biochemical luminescence, 10 min; 200,000 tested, 1.5% active; P08659;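 active = inhibition above about 50% when tested at 10 µM, limit read from the data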
NF-kB neuron act = compounds increasing NF-kB expression in human neuronal cells; NF-kB reporter expression; active compounds read high; fold change at 12.5 µM; 190,000 tested, 1.6% active; in the data active = fold change above about 3.3
STAT1 inh = reduces IFN-gamma driven STAT1 reporter signal; 200,000 tested, 0.35% active; inhibition, % at 5.5 µM; NIH 3T3 STAT1-luciferase reporter, luminescence; AID 920;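 active = inhibition above a set limit, the mean inhibition across all tested compounds plus 3 SD, cut at about 34% in these data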;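 note: 0% = IFN-gamma with DMSO and 100% = IFN-gamma with 300 µM nifuroxazide; values of inactives mirror those of a sister screen read the other way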
STAT3 inh = inhibitors of IL-6 induced STAT3 signaling | U3A cells, IL-6 STAT3-luciferase reporter, luminescence; host cell line lacks STAT1 | inhibition, % at 5.5 µM | 190,000 tested, 0.89% active;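 active = inhibition above the mean inhibition across all screened compounds plus 3 SD, cut at about 44% in these data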;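 note: 0% = DMSO only wells and 100% = 100 µM nifuroxazide control wells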
* hit, by the source's call; x = not tested or not shown.

SMILES	APP 5'UTR act	APP 5UTR inh	STAT3 act	ROMK mod	FLuc act counter	STAT1 activator	FLuc inhib CS	NF-kB neuron act	STAT1 inh	STAT3 inh
COc1ccc(C(=O)COC(=O)CNC(=O)C2CCCCC2)c(OC)c1	1	-1	109	0.86	1	105	-3	1.1	-6	-11
CCCCNC(=O)OC1CCS(=O)(=O)C1 (configuration not stated)	-2	2	97	x	1.1	106	-7	1.1	-7	9
O=C(NC1CCCCCC1)C1c2ccccc2C(=O)N1CCCN1CCOCC1 (configuration not stated)	5	-5	100	x	1	100	-4	1.4	0	5
CCOC(=O)c1cc(NC(=O)c2ccco2)ccc1N1CCOCC1	-9	9	108	0.38	1.1	98	-6	0.88	1	-8
CC(NC(=O)c1ccco1)C(c1cccs1)N1CCN(c2ccc(F)cc2)CC1 (configuration not stated)	2	-2	100	x	1	108	1	0.84	-9	6
CCCC(=O)O[C@H]1C[C@@H](C)N(C(=O)c2ccccc2)c2ccc(C)cc21	2	-2	105	x	1	101	0	1	-1	-1
CC1(C)CC(=O)c2cnc(NCc3ccco3)nc2C1	8	-8	100	-0.053	1.1	99	-10	1.2	0	6
CCCn1c(SCC(=O)OCC)nc(C(F)(F)F)cc1=O	12	-12	106	-0.052	1	94	-1	1.2	6	-6
Cc1[nH]nc2c1C(C(C)c1ccccc1)C(C#N)=C(N)O2 (configuration not stated)	2	-2	95	-0.088	1	98	-2	1.1	2	17
Oc1ccc2ccccc2c1C=Nc1ccccc1-c1nc2ccccc2[nH]1	47	-47	116	0.92	1	126	-2	1.8	-28	-19
Cc1ccc(C)n1-c1ccc(-n2cnnn2)cc1	16	-16	100	x	1.2	97	-20	1.2	4	5
COCC(C)NCc1ccc(OC)c(Br)c1 (configuration not stated)	22	-22	83	-0.97	1	96	-5	1.1	4	28
Cc1ccsc1/C=N/n1c(C2CCCCC2)n[nH]c1=S	18	-18	100	x	1.1	106	-6	1.2	-7	3
c1ccc(SCc2nc(-c3ccncc3)n[nH]2)nc1	-11	11	93	-0.5	1	104	0	1.1	-7	11
O=C(CSc1cc(Cl)ccc1Cl)NCC(=O)Nc1ccc(F)c(F)c1F	-10	10	103	-0.2	1	106	-4	1.1	-6	-5
CCOc1ccc(-n2cc(C(=O)Nc3ccc(Cl)cn3)c3cc(OC)c(OC)cc3c2=O)cc1	0	0	103	2.2	1.1	95	-6	0.58	6	2
Cc1ccc(Oc2ccc(NC(=O)Cn3ccsc3=N)cc2)cc1	18	-18	101	-2.1	1.1	104	-9	0.97	-4	5
Cc1[nH]c2ccccc2c1C(=O)COC(=O)Cn1c(C(F)(F)F)nc2ccccc21	3	-3	102	1.8	1.1	98	-6	1.3	2	2
CN(C)CCCN(C(=O)CCc1ccccc1)c1nc2ccc(Cl)cc2s1	-10	10	99	-1.9	1.1	95	-7	0.84	6	0
CCCCC(=O)OCC(=O)Nc1ccc(OC(F)F)cc1	-12	12	96	1.2	1	107	1	1	-8	6
COCCNC(=O)CSCc1cc(C)cc(C)c1	8	-8	92	-1.3	1.1	100	-8	x	0	14
COc1ccc(NC(=O)NC2CCN(C(C)C)CC2)c(OC)c1	-7	7	102	-0.013	1.1	94	-6	1.1	1	-2
CCOC(=O)C1=C(C)NC(C)=C(C(=O)OCC)C1C(=O)OCC(=O)N1CCC(C)CC1	1	-1	97	1.1	1.1	104	-9	1.1	-4	7
N#CC1=C(N)Oc2n[nH]c(-c3ccccc3)c2C1c1ccncc1 (configuration not stated)	-8	8	103	-0.6	1.1	97	-9	1.1	3	-1
CCOCCOCN(C#N)c1nc(OC)nc(N(C)C)n1	1	-1	96	-0.038	1	96	-4	1	6	9
CC(/C=N/Nc1nc(C)cc(C)n1)=C\c1ccc(C(C)C)cc1	14	-14	110	0.23	1	107	-1	1.2	-8	-7
Cc1cc(-c2c(C)n([O-])c(C)c(C)[n+]2=O)ccc1F	9	-9	93	0.69	1.1	99	-7	0.93	1	15
Cc1cc(C(F)(F)F)nn1CC(=O)NNC(=S)Nc1ccc(F)cc1	14	-14	99	0.23	1	103	-2	1.1	-3	0
CCCOc1ccc(C(=O)ON=C2CCN(C)CC2)cc1	8	-8	97	x	1.1	101	-7	1.6	-3	6
Cc1ccccc1C(=O)c1cccn1CC(=O)NCc1ccc2c(c1)OCO2	24	-24	101	-0.19	1	101	-2	1.4	-1	5
COc1ccc(OC)c(CN2CCN(C(=O)c3cccs3)CC2)c1	0	0	101	0.12	1.1	99	-8	1.1	1	2
O=C(O)/C=C/C(=O)N(Cc1ccccc1)Cc1ccco1	-7	7	106	x	1	94	-4	0.94	6	-8
Cc1c(-c2n[nH]c(=S)n2-c2ccc(C(F)(F)F)cc2)nnn1-c1ccccc1	4	-4	93	-0.42	1.1	98	-6	1.1	3	8
Cc1ccc(CN2CCN(CCCc3ccccc3)CC2CCO)cc1 (configuration not stated)	-1	1	109	-1.6	1	98	-1	1.3	1	2
CNc1ccccc1C(C)(C)c1cc(-c2cc(C)cc(C)c2)no1	-7	7	104	x	1.1	103	-6	0.96	-4	-2
CC(C)C(=O)OCC(=O)Nc1ccc(N=Nc2ccccc2)cc1	170*	-170	99	x	1	151*	-3	5.1*	-57	3
Cc1ccc(-n2cc(-c3ccccc3)c3c(N4CCOCC4)ncnc32)cc1	8	-8	92	-1.6	1	93	0	0.37	7	17
COc1ccc(C(=O)Nc2ccc(Cl)cn2)cc1Cl	92	-92	95	0.28	1	140*	0	2.9	-43	9
CCOC(=O)c1nn(-c2ccccc2F)c2nc(-c3ccco3)c(C#N)c(=O)n12	-9	9	108	0.6	1.1	105	-9	1.2	-6	-8
CC1(c2ccco2)NC(=O)NC1=O (configuration not stated)	0	0	105	-1.4	1	105	0	1.3	-5	-2
COc1ccc(C(=O)NC(=S)Nc2cccc(NC(=O)c3ccco3)c2)cc1[N+](=O)[O-]	0	0	90	x	1	96	-3	0.72	5	11
COCCN=c1scc(-c2cc(OC)c(OC)c(OC)c2)n1/N=C/c1c(C)[nH]c2ccccc12	33	-33	106	0.3	1	100	-3	1.1	0	-8
CCS(=O)(=O)N1CCCC(C(=O)c2ccc(OC)cc2C)C1 (configuration not stated)	30	-30	105	0.19	1	100	0	1.2	-2	2
O=C(COC(=O)c1ccc2c(c1)OCO2)Nc1nc(-c2ccccc2)cs1	18	-18	97	0.0052	1	102	-1	x	-2	10
CCN(C)c1ccc(/C=N\n2nnnc2N)cc1	42	-42	98	x	1	141*	-2	2.4	-44	8
CC(C)CC(=O)N1CCN(c2ccc([N+](=O)[O-])c(NCc3ccccc3)c2)CC1	-1	1	100	x	x	101	x	x	7	9
CCc1cc2c(=O)n(-c3ccc(C)cc3)cnc2s1	93	-92	100	x	0.7	139*	28	4.2*	-42	3
O=c1c2cn[nH]c2nc(SCc2cc(=O)n3cc(Br)ccc3n2)n1-c1ccc(Br)cc1	13	-13	100	-0.25	1	85	-4	0.35	15	12
CC1CCc2c(sc(NC(=O)CSc3ncnc4c3cnn4-c3ccccc3Cl)c2C#N)C1 (configuration not stated)	-8	8	106	x	1.1	103	-9	1.2	-4	-2
Cc1ccc(NC(=O)CSc2ncn[nH]2)cc1S(=O)(=O)N1CCOCC1	19	-19	105	0.17	1	97	-1	1.2	4	-4
CN(C)S(=O)(=O)c1cc(NC(=O)CSc2nn(-c3ccc(Cl)cc3)c(=S)s2)ccc1Cl	19	-19	106	0.27	1.1	89	-8	0.64	12	-10
COC(=O)Nc1ccc(=O)n(Cc2c(Cl)cccc2Cl)c1	-7	7	110	x	1.1	102	-9	0.97	-2	-1
O=C(NCCCCNC(=O)C1CCCC1)C1CCCC1	-29	29	108	x	1	103	-3	1.4	-4	-7
Cc1cccc(-n2c(SCC(=O)N3CCCC3)nc3n[nH]c(C)c3c2=N)c1	9	-9	86	x	1	85	-4	0.89	17	20
O=C(COC(=O)c1ccccc1Br)Nc1ccc(F)cc1	-27	26	102	-1.2	1	118	1	1.3	-20	1
O=C1c2ccccc2C(=O)N1c1cccc(-c2csc(Nc3ccc4c(c3)OCO4)n2)c1	5	-5	86	x	0.8	120	24	1.2	-22	15
Cn1ccnc1SCC(=O)Nc1sccc1C#N	-4	4	103	-1.3	1	101	-2	1.1	-1	0
Cc1cc(C)nc(SCCC(=O)Nc2ccccc2)n1	-4	4	92	x	1.1	100	-7	1	0	13
Cc1ccc(NC(=O)NC(=O)N(C2CCCCC2)S(=O)(=O)c2ccccc2)cc1	10	-10	108	-0.76	1	120	2	1.4	-22	-6
COc1ccccc1NC(=O)C(C/C=C(\C)Cl)C(C)=O (configuration not stated)	12	-12	101	-0.32	1.1	103	-5	1.2	-3	2

Sorted by length of the SMILES (largest number first): four of the compounds above
SMILES	APP 5'UTR act	APP 5UTR inh	STAT3 act	ROMK mod	FLuc act counter	STAT1 activator	FLuc inhib CS	NF-kB neuron act	STAT1 inh	STAT3 inh
O=C1c2ccccc2C(=O)N1c1cccc(-c2csc(Nc3ccc4c(c3)OCO4)n2)c1	5	-5	86	x	0.8	120	24	1.2	-22	15
Cc1ccc(NC(=O)NC(=O)N(C2CCCCC2)S(=O)(=O)c2ccccc2)cc1	10	-10	108	-0.76	1	120	2	1.4	-22	-6
Cc1cccc(-n2c(SCC(=O)N3CCCC3)nc3n[nH]c(C)c3c2=N)c1	9	-9	86	x	1	85	-4	0.89	17	20
COC(=O)Nc1ccc(=O)n(Cc2c(Cl)cccc2Cl)c1	-7	7	110	x	1.1	102	-9	0.97	-2	-1

Next part
SMILES	APP 5'UTR act	APP 5UTR inh	STAT3 act	ROMK mod	FLuc act counter	STAT1 activator	FLuc inhib CS	NF-kB neuron act	STAT1 inh	STAT3 inh
Cc1cc(NC(=O)COC(=O)COc2ccc3c(c2)CCC3)no1	4	-4	99	-0.14	1	102	-4	0.8	-2	8
Cc1cc(C)cc(C(=O)N2CCCCCC2)c1	1	-1	91	0.78	1	94	-2	1.3	6	15
Cc1ccc(NC(=O)COc2ccc(-c3nnco3)cc2)cc1S(=O)(=O)N1CCOCC1	16	-16	82	-0.016	1	85	-1	1.1	15	27
Cc1ccc(C(=O)C2=C(O)C(=O)N(CCCN3CCOCC3)C23C(=O)N(C)c2ccccc23)o1 (configuration not stated)	-1	1	107	x	1.1	100	-8	1	1	-3
Cc1nnc(SCc2cccc([N+](=O)[O-])c2)o1	-5	5	98	0.25	1.1	103	-7	1.4	-5	7
O=C(NN=C1CCCC1)c1ccc([N+](=O)[O-])cc1	3	-3	98	-0.34	1.1	104	-5	1.1	-6	4
CC(NC(=O)c1ccc2c(c1)OCO2)C(c1cccs1)N1CCOCC1 (configuration not stated)	13	-13	101	x	1	97	-2	1.2	3	2
Cc1cc(C(=O)N2CCc3ccccc32)n(-c2ccccc2)n1	20	-20	129	x	1	100	-3	2.4	-3	-36
O=C(O)Cc1ccc(NC(=O)c2cnccn2)cc1	-2	2	100	-0.67	1	95	1	1.1	3	7
